RXFP1 agonist: agonists of human relaxin receptor RXFP1; Q9HBX9; HEK293T-RXFP1 cAMP TR-FRET, 30 min; response scale: percent of porcine relaxin response, buffer zero; Potency, µM (titrated, usually from 57.5 µM), inactives show at the top dose activation, most hits filed as activators; 370,000 compounds, 0.3% hits; AID 2676; note: potency is the fitted concentration of half-maximal effect; % is set by controls: 0 for no effect and ±100 for the full control effect; nearly all actives have a fitted effect of over 60% in size; many of its hits are not listed in these tables
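HEK293 cells stably expressing RXFP1, treated 30 min at 37C with compounds plus PDE4 inhibitor Ro 20174; cAMP measured by HTRF TR-FRET. Normalized to buffer and 29 nM porcine relaxin; EC50 by Hill fit.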
D1 potentiator: potentiators of human D1 dopamine receptor | P21728 | HEK293 TREx D1 cells, calcium flux, dopamine EC20 potentiation | potentiation, % at 10 µM | 360,000 compounds, 0.036% hits; in the data active = potentiation above about 30%; note: 0% is about no effect
Target sequence (P21728 whole entry, looked up): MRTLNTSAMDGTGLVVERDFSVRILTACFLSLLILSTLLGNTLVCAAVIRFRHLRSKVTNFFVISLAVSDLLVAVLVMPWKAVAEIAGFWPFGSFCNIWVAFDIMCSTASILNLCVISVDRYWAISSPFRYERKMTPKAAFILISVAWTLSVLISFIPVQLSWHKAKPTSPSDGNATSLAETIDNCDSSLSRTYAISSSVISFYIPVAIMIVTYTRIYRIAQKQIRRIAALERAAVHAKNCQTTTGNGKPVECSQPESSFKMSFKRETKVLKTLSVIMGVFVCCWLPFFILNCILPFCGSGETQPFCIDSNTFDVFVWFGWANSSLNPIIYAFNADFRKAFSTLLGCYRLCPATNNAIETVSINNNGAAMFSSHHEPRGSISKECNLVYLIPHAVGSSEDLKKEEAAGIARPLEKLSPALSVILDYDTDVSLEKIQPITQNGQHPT
D1 ag: agonists of human D1 dopamine receptor; 360,000 compounds, 1% hits; HEK293 T-REx D1 cells, calcium flux, agonist mode; P21728; activation, % at 2 µM; in the data active = activation above about 30%; note: 0% is about no effect
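Agonism was scored from calcium flux recorded over 180 s (1 read/s) after pintool compound addition, following a 10-cycle baseline. Cells were inducible force-coupled HEK293 TREx D1, plated overnight at 30 C and loaded with no-wash calcium dye.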
Glioma ERSR ind: inducers of ER stress response in human glioma cells | AID 602332 | Potency, µM, for inactives: top-dose activation, most hits filed as activators | U87-MG GRP78 promoter luciferase reporter, 16 h | 420,000 compounds, 0.02% hits; note: potency is the fitted concentration of half-maximal effect; series mostly up to about 76 µM; % of control where 0% means no effect; nearly all actives have a fitted effect of over 35% in size
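Stably transfected U87-MG human glioma cells carrying a GRP78-based luminescent sensor were seeded at 1000 cells/well, pin-dosed with compounds and incubated 16 h. Luciferase reagent was then added, and end-point luminescence was read after 10 min at room temperature.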
D2 potentiator: positively modulates the human D2 dopamine receptor allosterically; potentiation, % at 10 µM; AID 485347; 340,000 compounds, 0.34% hits; HEK293 T-REx D2, calcium flux, EC20 dopamine potentiation;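 active = potentiation over 3 SD above the plate norm, cut at about 30% in these data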; note: 0% is about no effect
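Tetracycline-induced Hek293 Trex D2 cells, force-coupled to calcium, loaded with no-wash calcium dye. Compound added with 180 s kinetic read for agonism, then EC20 dopamine and a further 180 s read for potentiation.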
D1 antagonist: antagonists of human D1 dopamine receptor | HEK293 TREx D1 cells, calcium flux, dopamine EC80; active compounds read low | 360,000 compounds, 3.2% hits | P21728 | activity change, negative = inhibition, % at 10 µM | AID 504652; in the data active = activity change below about -30%; note: % is set by controls: 0 for no effect and ±100 for the full control effect
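Compound effects on dopamine-evoked calcium signalling were measured in tetracycline-induced HEK293 Trex D1 cells. Dopamine at EC80 followed a 180 s compound pre-read, and fluorescence was tracked kinetically for 180 s more.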
Vif-APOBEC3G blk: inhibitors of Vif-APOBEC3G interaction | 410,000 compounds, 0.076% hits | Q9HC16 | AID 602310 | HeLa A3G-eYFP + Vif (tagged APOBEC3G with the HIV-1 protein that degrades it), YFP fluorescence, overnight | Potency, µM (titrated, usually from 46.1 µM), inactives show at the top dose activity, negative = active, hits mostly inhibitors;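 note: potency is the fitted concentration of half-maximal effect; % is set by controls: 0 for no effect and ±100 for the full control effect; nearly all actives have a fitted effect of over 60% in size; hits raise eYFP signal because A3G escapes Vif-driven loss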
Target sequence (Q9HC16 whole entry, looked up): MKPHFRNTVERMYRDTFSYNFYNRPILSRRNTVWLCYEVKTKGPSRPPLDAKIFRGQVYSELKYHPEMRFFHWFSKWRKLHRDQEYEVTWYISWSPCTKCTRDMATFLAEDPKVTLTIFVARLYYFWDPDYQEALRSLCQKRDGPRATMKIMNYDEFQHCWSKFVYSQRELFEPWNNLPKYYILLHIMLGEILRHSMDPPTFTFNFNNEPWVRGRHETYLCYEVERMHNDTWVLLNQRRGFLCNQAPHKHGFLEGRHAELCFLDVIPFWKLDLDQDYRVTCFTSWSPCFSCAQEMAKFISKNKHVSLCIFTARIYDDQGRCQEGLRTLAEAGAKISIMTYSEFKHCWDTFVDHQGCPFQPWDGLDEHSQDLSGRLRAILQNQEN
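Read-out is eYFP fluorescence (Ex 488/Em 500-530) from Vif-expressing HeLa A3G-eYFP cells; more signal means A3G escaped Vif-mediated degradation. Cells plated overnight, compound pinned in, incubated overnight at 37 deg C.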
Vif-APOBEC3F blk: inhibitors of Vif-A3F interaction; HeLa A3F-eYFP + Vif (tagged APOBEC3F with the HIV-1 protein that degrades it), YFP fluorescence increase; Potency, µM (highest dose often 46.1 µM), without a hit: at the top dose activity, negative = active; 390,000 compounds, 0.2% hits; AID 602313; note: potency is the fitted concentration of half-maximal effect; % of control where 0% means no effect; nearly all actives have a fitted effect of over 65% in size
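HeLa cells stably expressing A3F-eYFP plus Vif, plated and incubated overnight at 37 deg C, then exposed to compounds overnight at 37 deg C. Blocked degradation read as raised yellow fluorescence (Ex 488/Em 500-530).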
RXFP1 antag: RXFP1 (human) relaxin receptor antagonism | Q9HBX9 | HEK293-RXFP1, relaxin-stimulated cAMP HTRF, 30 min; active compounds read low | activity change, negative = inhibition, % at 57.5 µM | 350,000 compounds, 0.59% hits | AID 1259400;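 active = activity change of -60% or lower, but not beyond a set lower limit; inconclusive = change between -60% and -40%, or beyond the set limit; inactive = change above -40%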; note: % is set by controls: 0 for no effect and ±100 for the full control effect
Numbers without * were called inactive; u = inconclusive; x = not tested or not shown. Unless noted, calls come from the whole dose curve; as a rule, active = well fitted curve in the direction sought with a large enough effect; inconclusive = small, poorly fitted or top-dose-only effect, or another doubt; inactive = no such curve, though single readings can be large; an effect the other way counts as inactive or inconclusive. These rows are one share of the data; rates above refer to the full screens.

SMILES	RXFP1 agonist	D1 potentiator	D1 ag	Glioma ERSR ind	D2 potentiator	D1 antagonist	Vif-APOBEC3G blk	Vif-APOBEC3F blk	RXFP1 antag
NS(=O)(=O)c1cccc(NC(=O)CSc2nc3ccccc3c(=O)n2Cc2ccco2)c1	x	x	x	1%	x	x	-10%	-2%	-16
CCn1ccnc1CN1CCCC(C(=O)c2ccc3c4c(cccc24)CC3)C1 (stereo not given)	0.1%	-2	8	-3%	-14	-6	-1%	u	0
COc1cc(C(=O)N/N=C/c2sc(N3CCOCC3)nc2-c2ccccc2)cc(OC)c1OC	-0.5%	-1	-1	-1%	15	-3	-4%	0%	-4
COc1ccc(/C=C2\SC(=S)N(CCC(=O)NC3C=CS(=O)(=O)C3)C2=O)cc1 (stereo not given)	1.4%	-7	5	-15%	3	-6	1%	-27%	11
COc1ccc(OC)c(C(C)NS(=O)(=O)c2cccs2)c1 (stereo not given)	1.3%	-2	0	-5%	13	6	2%	3%	1
C=CCN(C(=O)CCC(=O)Nc1cc(C)on1)C(C(=O)NC(C)(C)C)c1ccc(OC)cc1 (stereo not given)	0.6%	-4	-3	1%	-3	8	-1%	-7%	-3
COc1ccc(OCC(=O)Nc2ccc3c(c2)nc(CCNC(=O)c2ccco2)n3C)cc1	-0.6%	0	1	-2%	-7	8	-8%	-6%	3
Cc1ccc(Nc2nc(-c3sc(NC(=O)c4cccc(Cl)c4)nc3C)cs2)cc1	-0.3%	-3	2	x	2	-19	x	x	x
CC(=O)N1CCc2cc(Br)cc(S(=O)(=O)CCC(=O)N3CCN(c4cccc(C)c4C)CC3)c21	29%	0	2	0%	-2	0	1%	6%	x
COc1ccc(NC(=O)c2coc3ccccc23)cc1OC	1.2%	-2	0	1%	-13	0	-7%	2%	-16
O=C(NC1CCCCCCC1)C1c2ccccc2C(=O)N1Cc1cccs1 (stereo not given)	2.1%	-4	1	-3%	2	1	0%	2%	12
COc1ccc(-n2ncc3c2CC(C)(C)CC3NC(=O)c2c(C)cc(=O)oc2C)cc1 (stereo not given)	-1.4%	-3	0	-4%	3	12	0%	-7%	6
CCOC(=O)c1ccc2c(c1)C1C=CCC1C(C(=O)OCC)N2 (stereo not given)	-1.4%	0	1	-3%	10	-16	-14%	-25%	-7
COc1cc(-c2cn[nH]c2N)cc(OC)c1OC	2.5%	-13	2	-4%	-9	-6	u	-16%	-5
COc1ccc(-n2ccnc2SCC(=O)NCc2ccc(F)cc2)c(OC)c1	-0.1%	-4	0	-5%	x	-23	-12%	-7%	-10
N#Cc1c(-c2ccccc2)[nH]c(=S)[nH]c1=O	-0.6%	-2	2	0%	4	1	0%	-8%	4
CCN1CCN(C(=O)C2CCCN(S(=O)(=O)c3cccc4nsnc34)C2)CC1 (stereo not given)	-2.6%	1	3	4%	-6	-6	5%	2%	27
O=C(NCCN1C(=O)C2C3C=CC(C3)C2C1=O)Nc1ccccn1 (stereo not given)	-0.8%	-10	2	1%	7	-21	-1%	1%	17
N/C(=N\OC(=O)c1cc(Cl)ccc1Cl)c1cccnc1	-0.7%	-13	1	7%	5	-57*	-1%	x	-5
O=C(Nc1cccc(S(=O)(=O)N2CCCCC2)c1)Nc1ccc(Cl)cc1Cl	0.1%	-1	6	-4%	-11	-28	9%	u	4
CCN1CCN(C(=O)C(C)N(c2ccc(C)cc2)S(C)(=O)=O)CC1 (stereo not given)	1.3%	2	2	-2%	4	-7	-5%	6%	1
CCOC(=O)C1C(C(=O)OCC)C(C)(C)C1N(C)C (stereo not given)	x	x	x	-3%	x	x	6%	-7%	2
COCCn1c(SCC(=O)Nc2ccc(S(=O)(=O)N(C)C)cc2)nc2ccccc21	0.8%	-7	-1	-1%	2	16	4%	-5%	-2
O=C(CN1CCc2ccccc2C1)NC1CCCC1	-0.8%	-3	0	-3%	9	0	2%	1%	-2
CCCCOc1ccc(C(=O)NCC(=O)N2CCN(Cc3ccc4c(c3)OCO4)CC2)cc1	0.1%	-4	18	-6%	3	-7	1%	-5%	-18
CN1CCN(C(CNC(=O)C(=O)Nc2ccc3c(c2)OCO3)c2ccc(F)cc2)CC1 (stereo not given)	-0.5%	-2	6	-2%	-2	-1	1%	-8%	-26
O=C(CC1NCCNC1=O)OCc1ccccc1 (stereo not given)	1.0%	-2	3	0%	1	4	1%	-19%	-6
O=C(NCC1CCN(Cc2cccc(Cl)c2)CC1)c1cc2ccc3cccnc3c2[nH]1	0.6%	2	0	-1%	x	9	0%	0%	-18
CC(C)(C)c1ccccc1NC(=O)CN1C(=O)NC(Cc2ccccc2)C1=O (stereo not given)	-0.1%	-6	9	-1%	x	6	-1%	3%	-8
CC1CCCN(C(=O)c2ccncc2)C1 (stereo not given)	1.7%	-5	3	-4%	11	-5	0%	4%	4
CC(=O)Oc1ccc(CC(C(=O)O)N2C(=O)c3ccccc3C2=O)cc1 (stereo not given)	-2.3%	-5	3	-7%	16	19	-11%	2%	2
NC(=O)c1ccc(-c2ccc(Br)cc2)o1	20%	-3	1	7%	-10	-17	-11%	4%	-10
CC(C)CC(=O)Nc1cc(C(F)(F)F)ccc1N1CCOCC1	1.3%	0	3	1%	5	-8	0%	-10%	5
C=CCn1c(C2CC2)n[nH]c1=S	1.8%	5	4	-2%	-1	8	-4%	2%	0
CCOc1ccc(CN(C)C(=O)[C@H](C)NC(=O)c2ccco2)cc1OC	0.1%	-6	3	-3%	7	-4	0%	5%	-4
Cc1cc(N2CCN(C(=O)/C=C/C(=O)O)CC2)c2ccccc2n1	2.5%	-12	2	-5%	9	-14	2%	0%	14
Cc1cc(C)cc(NC(=O)CCc2nnc3n(C)c(=O)c4sccc4n23)c1	5.6%	3	-1	-2%	-1	-46*	2%	1%	x
C[C@H](CO)N1C[C@H](C)[C@@H](CN(C)Cc2cncnc2)Oc2cc(Br)ccc2S1(=O)=O	x	x	x	-7%	x	x	0%	-9%	-7
O=C(Nc1cc(Sc2nc3ccccc3s2)cc([N+](=O)[O-])c1)c1ccccc1F	-0.4%	1	4	-4%	3	3	-13%	-8%	9
CCCn1c(NC(=O)c2ccc(Cl)c(S(=O)(=O)N3CCCC3)c2)nc2ccccc21	2.5%	-3	2	-4%	1	-15	-8%	4%	4
CC(CCc1ccc(O)cc1)NC1c2ccccc2-c2ccccc21 (stereo not given)	-2.0%	2	17	5%	-3	2	-2%	-7%	-5
COc1cccc(/C=N/Nc2ncnc3scc(-c4ccccc4)c23)c1O	-0.1%	-1	5	-4%	-1	-6	-13%	-3%	-18
CCOc1ccc(CC(=NCCc2ccccc2)C2=C(O)CC(C)(C)CC2=O)cc1OCC	5.8%	-1	1	1%	-18	3	-1%	-10%	-3
Cc1cccc2nc(Cn3c(=O)n(-c4ccccc4)c(=O)c4c5c(sc43)CCC5)cc(=O)n12	-0.5%	0	2	-3%	5	-12	0%	-15%	4
Cc1c(OCC(=O)NCC2CCC(C(=O)O)CC2)ccc2c3c(c(=O)oc12)CCC3 (stereo not given)	0.1%	0	-1	-1%	6	-14	-4%	-13%	x

One compound at a time, as listed above. Values in the order: RXFP1 agonist, D1 potentiator, D1 ag, Glioma ERSR ind, D2 potentiator, D1 antagonist, Vif-APOBEC3G blk, Vif-APOBEC3F blk, RXFP1 antag
Results for CCOc1ccc(CN(C)C(=O)[C@H](C)NC(=O)c2ccco2)cc1OC : 0.1%, -6, 3, -3%, 7, -4, 0%, 5%, -4
Results for O=C(Nc1cc(Sc2nc3ccccc3s2)cc([N+](=O)[O-])c1)c1ccccc1F : -0.4%, 1, 4, -4%, 3, 3, -13%, -8%, 9
Results for CC(=O)Oc1ccc(CC(C(=O)O)N2C(=O)c3ccccc3C2=O)cc1 (stereo not given) : -2.3%, -5, 3, -7%, 16, 19, -11%, 2%, 2
Results for Cc1cccc2nc(Cn3c(=O)n(-c4ccccc4)c(=O)c4c5c(sc43)CCC5)cc(=O)n12 : -0.5%, 0, 2, -3%, 5, -12, 0%, -15%, 4

Carrying on:
SMILES	RXFP1 agonist	D1 potentiator	D1 ag	Glioma ERSR ind	D2 potentiator	D1 antagonist	Vif-APOBEC3G blk	Vif-APOBEC3F blk	RXFP1 antag
Cc1ccn2cc(CNS(=O)(=O)c3ccc(Cl)s3)nc2c1	0.1%	-1	4	0%	7	7	4%	1%	3
Oc1cc2ccccc2cc1-c1nnc2n1-c1ccccc1SC2	0.5%	-7	1	-4%	1	4	1%	8%	-13
COc1ccc(-c2nc3n(n2)C(=O)CC(c2ccco2)S3)cc1 (stereo not given)	0.0%	-9	0	2%	18	-27	0%	3%	-16
COc1cccc(CN2CCN(S(=O)(=O)c3ccccc3)CC2)c1OC	x	x	x	-6%	x	x	-1%	-3%	8
OCCSc1nc2ccccc2n1CCOc1ccccc1	0.0%	8	3	2%	-4	-23	-3%	-7%	7
COC(=O)C(Cc1c[nH]c2ccccc12)N1CCS(=O)(=O)CC1 (stereo not given)	0.7%	-6	2	-4%	3	6	0%	16%	4
CNC(=O)CN(C)S(=O)(=O)c1ccc(F)cc1	2.6%	9	2	-5%	0	5	-1%	-15%	3
COc1ccccc1NC(=O)NCCC1=CCCCC1	0.9%	-2	3	4%	-17	-12	1%	0%	-11
C=C(C)COc1ccc(-c2nc(N)ncc2Oc2ccc(OC)cc2)c(O)c1	4.0%	-4	5	17%	-11	-4	-17%	-15%	-8
COCCNC(=O)CNC(c1ccccc1)c1ccccc1	-1.7%	-2	0	x	4	-2	x	x	x
CCCCC1OC23CCCCC2C(C#N)(C(=N)O3)C1(C#N)C#N (stereo not given)	0.6%	21	7	-4%	3	-1	-6%	-5%	-16
COc1cccc(N2CCN(C(=O)CNC(=O)c3sc4ccccc4c3Cl)CC2)c1	15%	-3	3	-1%	-1	8	-1%	-28%	-3
CCSc1nnc(NC(=O)C2CCCCC2)s1	1.8%	-1	1	2%	10	-7	0%	6%	-12
CCCCc1nn2c(=O)cc(COC(=O)c3ccccc3C)nc2s1	-0.9%	-4	4	1%	8	1	4%	3%	x
COc1ccc(-c2noc(CCC(N)=O)n2)cc1OC	1.0%	-2	1	-4%	2	-1	-1%	-3%	5
CCS(=O)(=O)N1CCN(Cc2ccncc2)CC1	0.7%	-5	2	-2%	3	-15	0%	-8%	-24
